Compound activity deposited in PubChem by Broad Institute.
CASP6 VEID inh – blocks human caspase-6 cleavage activity; purified caspase-6, Z-VEID-R110 cleavage fluorescence; 350,000 tested, 0.53% active; P55212; inhibition, % at 12.5 µM;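 active = mean inhibition across replicates at least about 35%, with every replicate also reaching that limit, limit read from the data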;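 note: 0% = median of neutral control wells and 100% = no fluorescence left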
RAD52 anneal inh – blocks human RAD52 DNA annealing. 360,000 tested, 0.46% active. inhibition, % at 18.7 µM. P43351. AID 651710. recombinant RAD52 DNA annealing, FRET fluorescence;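 active = every replicate showing at least 50% inhibition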
Target sequence (P43351 whole entry, looked up): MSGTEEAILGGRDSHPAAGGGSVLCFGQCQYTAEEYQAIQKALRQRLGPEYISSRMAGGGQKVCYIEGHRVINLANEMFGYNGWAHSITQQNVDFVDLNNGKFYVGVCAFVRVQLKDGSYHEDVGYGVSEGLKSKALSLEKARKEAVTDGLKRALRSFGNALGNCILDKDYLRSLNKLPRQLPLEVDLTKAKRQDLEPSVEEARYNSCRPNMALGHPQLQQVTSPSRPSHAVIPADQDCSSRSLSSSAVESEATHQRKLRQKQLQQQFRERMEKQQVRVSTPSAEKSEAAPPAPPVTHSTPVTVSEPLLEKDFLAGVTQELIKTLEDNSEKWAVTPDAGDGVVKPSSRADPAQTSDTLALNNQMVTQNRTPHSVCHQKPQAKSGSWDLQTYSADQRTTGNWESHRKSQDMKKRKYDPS
ARNT TACC3 PPI – disruptors of human ARNT/TACC3 interaction; 390,000 tested, 0.66% active; AlphaScreen His-ARNT PAS-B/GST-TACC3 binding, luminescence; TACC3 fragment carries E629A point mutation; inhibition, % at 9.99 µM; Q9Y6A5;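 active = mean inhibition of replicates at least 50% and at least half of replicates each reaching 50%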;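 note: 0% = complete ARNT plus TACC3 wells and 100% = ARNT alone without TACC3; many hits fall short of the cut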
E-sel inducer – induces E-selectin expression in human endothelial cells; activation, % at 7.58 µM; AID 686992; HUVEC E-selectin immunofluorescence imaging; normalized: neutral wells 0, TNF-alpha wells 100; 260,000 tested, 0.37% active; P16581;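 active = mean E-selectin-positive cell signal at least 10% of the positive control, reached in at least 60% of replicates, without over 20% cell loss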;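 note: in these data hits start at about 27%; measured in HUVEC primary endothelial cells; signal is the percent of cells scored E-selectin positive by PE staining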
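Test system: HUVEC; input: 3,000 HUVEC/well; measured by: immunofluorescence imaging; read-out: % PE-positive cells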
PglD inh – PglD (C. jejuni) enzyme inhibition; 360,000 tested, 0.098% active; inhibition, % at 12.5 µM; purified PglD enzyme, DTNB colorimetric CoA detection; in the data active = inhibition above about 16%, passing the limit was not always enough; note: strong numbers were not always called active
RAD54 branch – RAD54 (human) branch migration inhibition | Q92698 | RAD54 Holliday junction branch migration, FAM/BHQ fluorescence | inhibition, % at 10.4 µM | 360,000 tested, 0.14% active;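 active = mean normalized replicate activity at least 40 and at least half of replicates scoring 40 or more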;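 note: 0% = median of neutral control wells and 100% = median of positive control wells; inhibitors cause a drop in the FAM fluorescence signal; in these data hits start at about 50%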
ERp5 inh – blocks human ERp5 reductase activity on insulin; 350,000 tested, 0.05% active; ERp5 insulin aggregation, absorbance 650 nm, 90 min; inhibition, % at 9.99 µM;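 active = mean replicate inhibition above about 25%, with every replicate also reaching it, limit read from the data, passing the limit was not always enough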
Target sequence (Q15084 whole entry, looked up): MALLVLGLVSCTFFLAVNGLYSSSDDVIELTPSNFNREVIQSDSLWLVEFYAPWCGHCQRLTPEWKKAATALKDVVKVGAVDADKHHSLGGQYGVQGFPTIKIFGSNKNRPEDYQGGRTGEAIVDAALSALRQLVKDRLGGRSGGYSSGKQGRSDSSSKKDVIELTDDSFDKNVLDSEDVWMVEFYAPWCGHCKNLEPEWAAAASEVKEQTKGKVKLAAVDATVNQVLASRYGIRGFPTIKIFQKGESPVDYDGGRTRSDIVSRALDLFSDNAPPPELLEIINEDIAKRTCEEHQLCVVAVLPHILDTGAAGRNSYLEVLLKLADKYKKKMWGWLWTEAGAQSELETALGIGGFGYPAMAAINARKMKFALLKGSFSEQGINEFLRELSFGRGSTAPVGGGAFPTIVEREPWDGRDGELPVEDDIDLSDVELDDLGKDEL
esBAF inh – SWI/SNF esBAF complex inhibition | mouse ES cells, Bmi1-luciferase knock-in reporter, 24 h; 100% = twice the neutral-well signal | reporter increase, % at 12.5 µM | 350,000 tested, 2% active; in the data active = activation above about 40%;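 note: 0% = median of the plate's neutral control wells and 100% = double that signal; a rise in the Bmi1 reporter signal indicates esBAF inhibition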
Numbers without * were called inactive; / = not tested or not shown; & = joins results of further samples.

SMILES	E-sel inducer	esBAF inh	ERp5 inh	PglD inh	CASP6 VEID inh	RAD54 branch	ARNT TACC3 PPI	RAD52 anneal inh
COc1ccc(NC(=O)Nc2cccc3c2O[C@H](CN(C)Cc2ccc4c(c2)OCO4)[C@@H](C)CN([C@H](C)CO)C3=O)cc1	0.1	3.4	0.6	-8.6	-8.0	3.4	6.0	7.4
CC(=O)N(C)C[C@@H]1Oc2ncc(C#Cc3cccc(F)c3)cc2C(=O)N([C@H](C)CO)C[C@H]1C	0.6	-10.6	4.6	0.4	2.6	3.1	7.8	-10.8
COc1ccc(Oc2ncnc3c2ncn3Cc2ccccc2)cc1	/	19.0	/	6.1	/	0.2	1.6	/
CCOC(=O)C1(Cc2ccc(Cl)cc2)CCN(C(=O)c2cscn2)CC1	/	/	4.3	/	0.9	/	-3.4	0.9
O=C(Nc1ccc2c(c1)nc1n2CCN(Cc2ccccc2)C1)c1cccs1	/	7.0	-3.5	-1.0	-2.8	-16.0	42.5*	11.5
CCC(=O)N[C@@H]1C=C[C@H](CC(=O)NCC2CC2)O[C@@H]1CO	0.0	/	2.5	/	1.3	/	/	-7.1
CN1CCCCN2[C@@H](CO)[C@H](c3ccc(C#CC4(O)CCCC4)cc3)[C@@H]2C1	0.4	0.9	-2.3	1.0	0.3	-1.9	-4.5	0.2
COC(=O)c1ccc2c(=O)n(CCN3CCOCC3)c(SCC(=O)NCc3ccccc3)nc2c1	0.4	6.3	2.2	-3.3	2.6	2.9	-2.3	-6.0
Cc1ccc(S(=O)(=O)Nc2ccc3c(c2)CC(=O)N([C@H](C)CO)C[C@@H](C)[C@@H](CN(C)C(=O)Nc2ccc(F)cc2)O3)cc1	0.0	6.0	5.1	-1.1	-0.6	-4.0	-8.6	5.0
CCOC(=O)CC(=O)Nc1ccccc1C(=O)O	/	-4.7	/	7.8	/	-20.4	24.9	/
CCOc1cccc(/C(O)=C2/C(=O)C(=O)N(CCOC)C2c2ccncc2)c1 (centres undefined)	/	-7.2	/	4.8	/	2.6	1.3	/
NS(=O)(=O)c1ccc(CNS(=O)(=O)c2ccc3c(c2)OCCO3)cc1	/	-4.6	/	-4.8	-2.7	8.1	-0.6	0.9
CCc1nc2c(OCc3ccc(Cl)cc3Cl)cccn2c1N(C)C(=O)CC(C)C	0.1	6.7	4.1	-1.4	24.5	-1.0	/	-143.4
C[C@@H]1CN([C@H](C)CO)C(=O)c2cc(NC(=O)NC3CCCCC3)ccc2O[C@@H](C)CCCCO[C@@H]1CN(C)S(=O)(=O)c1cccs1	0.4	4.8	-2.3	-2.9	1.8	-0.4	-3.8	-40.9
CC1(C(=O)NS(=O)(=O)c2ccc(Br)cc2)CCN1C(=O)c1cccc(F)c1 (centres undefined)	0.6	0.5	2.2	-2.3	-1.7	10.5	/	-21.5
COc1ccc(CCNC(=O)c2ccc(Cl)c(S(=O)(=O)N3CCCC3)c2)cc1	/	-20.0	-2.8	-3.6	2.5	3.0	-2.4	-4.5
O=C(C[C@@H]1CC[C@@H]2[C@H](COC[C@@H](O)CN2Cc2cccc(C(F)(F)F)c2)O1)NCc1ccc(F)cc1	0.0	2.7	11.3	0.4	3.4	1.3	-12.0	-10.8
N#CC1=C(N)OC(c2ccccc2)=C(C#N)C1c1ccc2c(c1)OCO2 (centres undefined)	/	4.1	/	0.0	/	-6.8	-1.2	/
CC1CN(Cc2ccccc2)C(=S)N(c2ccccc2)C1=O (centres undefined)	-0.1	/	-1.2	8.6	-0.9	-4.9	2.8	-7.2
COc1ccccc1-c1ccc([C@H]2[C@H](CO)N3CCCCN(C(=O)NC4CCCC4)C[C@@H]23)cc1	-0.4	-2.0	6.6	4.2	-1.6	-2.5	4.1	14.0

Following part.
SMILES	E-sel inducer	esBAF inh	ERp5 inh	PglD inh	CASP6 VEID inh	RAD54 branch	ARNT TACC3 PPI	RAD52 anneal inh
COc1ccc(-n2c(-c3ccc(Br)cc3)c[n+]3c2CCC3)cc1	/	-75.1	7.0	2.7	-1.4	-10.6	-7.4	-3.8
O=C(/C=C/c1ccco1)N1CCc2ccccc21	/	-21.1	-5.2	0.2	-5.2	-2.2	-0.1	-57.5
Cc1ccc(-c2cc(C(=O)NCCCN3CCOCC3)c3ccccc3n2)cc1	-1.9	10.6	0.4	-0.6	-5.2	2.8	5.8	-1.3
CCC(=O)N1CC2(C1)[C@@H](c1ccc(-c3ccccc3C)cc1)[C@@H](CO)N2C(C)=O	0.0	/	1.0	/	0.6	/	/	-18.2
O=C1c2ccc(-c3ccc(F)cc3OCc3ccccc3)cc2S(=O)(=O)c2cccc(C(=O)N3CCCC3)c21	/	0.4	/	-7.8	/	-1.9	1.1	/
Cc1cc(OCC(=O)NNC(=O)c2ccncc2)cc(C)c1Cl	-4.3	0.0	-3.6	-0.6	0.0	-27.0	/	-29.3
CO[C@H]1CN(C)C(=O)c2ccc(NS(=O)(=O)c3cn(C)cn3)cc2OC[C@H](C)N(C)C[C@@H]1C	-0.1	/	-4.9	/	0.8	/	/	-6.3
O=C(c1ccccc1F)N1CC(=O)N2[C@H](C1)[C@@H](c1ccc(-c3ccc(F)cc3)cc1)[C@@H]2CO	-0.4	/	1.3	/	0.5	/	/	14.0
O=C(Nc1ccc(C(=O)N2CCCCC2)cc1)C1CCCCC1	/	-7.9	/	0.8	/	10.2	14.9	/
NC(=O)c1ccc(-n2nnnc2SCC(=O)Nc2ccccc2F)cc1	-0.2	-0.1	1.5	-8.6	-0.8	5.6	-2.8	3.7
COc1ccccc1N=Cc1c(O)c2ccccc2oc1=O	-2.0	/	/	6.6	/	-8.0	-1.5	/
C[C@@H](NC(=O)C[C@@H]1CC[C@@H]2[C@H](COc3ccc(NC(=O)C4CCOCC4)cc3C(=O)N2C)O1)c1ccccc1	0.1	-2.2	4.3	-2.0	0.5	13.0	-2.9	-4.0
COc1ccc(OCC(=O)Nc2c(C(=O)N(CCN(C)C)Cc3ccco3)oc3ccccc23)cc1	/	-0.4	-5.5	1.2	-14.5	11.7	13.4	23.5
C[C@H](CO)N1C[C@H](C)[C@@H](CN(C)S(=O)(=O)c2cccs2)OCCCC[C@H](C)Oc2ccc(N(C)C)cc2C1=O	-0.1	3.5	-1.2	0.8	-3.0	-3.5	6.6	-28.0
OCC1CCCCN1CC(O)COC(c1ccc(F)cc1)c1ccc(F)cc1 (centres undefined)	/	-0.4	1.8	-7.0	-3.5	0.9	4.0	1.8
CNC(=O)C[C@@H]1CC[C@@H]2[C@@H](COc3ccc(NC(=O)c4cc(F)cc(F)c4)cc3C(=O)N2C)O1	0.1	2.0	3.4	-2.0	3.6	7.5	-2.8	9.8
O=S(=O)(c1ccccc1)C(/C=N\O)/C=C/c1ccccc1 (centres undefined)	/	/	-0.9	/	-4.9	/	-3.4	-16.2
S=c1[nH]nc(-c2ccncc2)n1/N=C/c1cn(-c2ccccc2)nc1-c1ccccc1	0.5	/	2.6	0.9	-0.7	0.6	/	-14.1
O=C1C(=O)N(CCCN2CCOCC2)C(c2ccc(Cl)cc2)/C1=C(\O)c1ccc2c(c1)OCCO2 (centres undefined)	0.3	1.3	/	2.9	0.5	9.1	0.6	-5.9
O=C(N=C1SC2CS(=O)(=O)CC2N1c1ccc(F)cc1)C1CCCCC1 (centres undefined)	/	3.7	0.9	-6.9	-0.3	7.1	-11.2	-0.7

Looked up above:
Reading for CO[C@H]1CN(C)C(=O)c2ccc(NS(=O)(=O)c3cn(C)cn3)cc2OC[C@H](C)N(C)C[C@@H]1C under ERp5 inh: -4.9
Reading for CC1CN(Cc2ccccc2)C(=S)N(c2ccccc2)C1=O (centres undefined) under CASP6 VEID inh: -0.9
Reading for CNC(=O)C[C@@H]1CC[C@@H]2[C@@H](COc3ccc(NC(=O)c4cc(F)cc(F)c4)cc3C(=O)N2C)O1 under ERp5 inh: 3.4
Reading for NS(=O)(=O)c1ccc(CNS(=O)(=O)c2ccc3c(c2)OCCO3)cc1 under esBAF inh: -4.6
Reading for COC(=O)c1ccc2c(=O)n(CCN3CCOCC3)c(SCC(=O)NCc3ccccc3)nc2c1 under ERp5 inh: 2.2

Additional compounds:
SMILES	E-sel inducer	esBAF inh	ERp5 inh	PglD inh	CASP6 VEID inh	RAD54 branch	ARNT TACC3 PPI	RAD52 anneal inh
C/C=C/c1ccc([C@@H]2[C@@H](CO)N(C(C)=O)[C@H]2CN(CC)C(=O)CC)cc1	-0.4	5.5	/	1.3	/	-2.0	-2.9	/
CCOc1cc(S(=O)(=O)n2nc(C)cc2C)ccc1F	-2.6	0.3	/	2.5	/	-4.1	-7.8	/
O=C(CS(=O)(=O)c1cn(CC(=O)N2CCOCC2)c2ccccc12)Nc1ccccc1F	-0.2	2.2	-0.6	0.8	-1.2	-9.4	-12.4	-22.4
CCN(C(=O)CN1C(=O)S/C(=C\c2ccc(Cl)cc2)C1=O)C1CCS(=O)(=O)C1 (centres undefined)	/	2.6	/	0.7	8.2	-0.9	-7.9	-5.5
COc1ccc(CN(C)C[C@H]2Oc3ccc(NS(=O)(=O)c4c(C)noc4C)cc3CC(=O)N([C@H](C)CO)C[C@H]2C)cc1	-0.4	1.0	5.1	/	-2.9	/	/	9.9
Cn1c(=O)oc2cc(S(=O)(=O)NC3CCN(Cc4ccccc4)CC3)ccc21	-0.1	0.0	3.5	-1.5	-3.8	-2.6	2.0	-28.9
COc1cc(/C=C2\SC(c3ccc(C)cc3)=NC2=O)cc(OC)c1OC	/	-4.1	/	-4.2	/	-3.9	-1.0	/
CN1CCC[C@H]1c1cccnc1	-0.4&-0.1	11.2&8.8	-0.5&6.6	-5.4&-3.8	1.4&-6.0	-12.5&3.8	19.3&15.9	-7.5&-7.5
Cc1ccc(N2CS(=O)(=O)/C(=C/N(C)C)C2=O)cc1	/	14.7	/	-4.9	/	-13.2	-8.3	/
CO[C@@H]1CN(C)C(=O)c2ccc(NC(C)=O)cc2OC[C@H](C)N(Cc2cncnc2)C[C@H]1C	0.0	1.5	-0.9	1.6	0.7	1.2	-3.1	-56.4
C[C@@H]1CCCCO[C@@H](CN(C)S(=O)(=O)c2ccccc2)[C@H](C)CN([C@H](C)CO)C(=O)c2cc(NC(=O)C3CCCCC3)ccc2O1	0.1	-0.3	-1.3	1.1	3.6	-7.9	-2.7	-64.7
CC(C)C(NC(=O)Cc1ccccc1)C(=O)N1CCN(c2cccc(Cl)c2)CC1 (centres undefined)	0.9	13.6	-2.8	3.1	-0.2	3.5	4.4	-9.2
COc1ccc(S(=O)(=O)N2CCCC2C(=O)NCc2ccccc2Cl)cc1 (centres undefined)	1.5	0.9	-5.3	/	2.8	-3.9	5.3	8.8
O=C(CN1C(=O)CNC1=O)Nc1ccc(Cl)cc1	0.7	-1.6	-4.8	1.1	0.4	-1.7	-6.2	-2.3
O=C(CNc1cccc(S(=O)(=O)N2CCOCC2)c1)Nc1cccc(Br)c1	0.4	-8.0	-13.6	-4.1	0.8	4.2	-11.0	-17.8
Cc1ccc(NC(=O)CCn2nc([N+](=O)[O-])cc2C)nc1	-3.1	/	0.0	/	1.4	/	-0.8	-2.3
Nc1cc(F)ccc1N1CCCCCC1	3.0	1.9	-0.5	-3.1	-9.7	2.5	11.8	39.5
COC(=O)C(CCCN1C(=O)c2ccccc2C1=O)(NC(C)=O)c1nn[nH]n1 (centres undefined)	/	/	7.0	/	-2.5	/	-3.9	-6.0
CC(=O)N1CCC(C(=O)NCCOc2cccc(C)c2)CC1	0.0	-10.1	-3.7	-3.2	3.2	1.8	/	-3.6

3 entries already listed, ordered by length of the SMILES, descending.
SMILES	E-sel inducer	esBAF inh	ERp5 inh	PglD inh	CASP6 VEID inh	RAD54 branch	ARNT TACC3 PPI	RAD52 anneal inh
CO[C@@H]1CN(C)C(=O)c2ccc(NC(C)=O)cc2OC[C@H](C)N(Cc2cncnc2)C[C@H]1C	0.0	1.5	-0.9	1.6	0.7	1.2	-3.1	-56.4
CCN(C(=O)CN1C(=O)S/C(=C\c2ccc(Cl)cc2)C1=O)C1CCS(=O)(=O)C1 (centres undefined)	/	2.6	/	0.7	8.2	-0.9	-7.9	-5.5
CN1CCC[C@H]1c1cccnc1	-0.4&-0.1	11.2&8.8	-0.5&6.6	-5.4&-3.8	1.4&-6.0	-12.5&3.8	19.3&15.9	-7.5&-7.5
